High-throughput results: PubChem, National Center for Advancing Translational Sciences (NCATS)
HP1b binding inh = HP1-beta chromodomain-methylated histone interaction inhibition; hit rate 0.56% among 390,000; AlphaScreen HP1-beta / biotin-H3K9me3 peptide binding; Potency, µM (highest dose often 114 µM), without a hit: at the highest dose activity change, negative = inhibition, actives largely listed as inhibitors; note: nearly all actives have a fitted effect of over 70% in size; inactives centre near 23
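AlphaScreen: HP1-beta (50 nM) preformed 30 min with biotin-H3(1-18)K9me3 peptide (50 nM) in PBS pH 7.4, 0.01% Tween-20. Compound added for 30 min at RT, then streptavidin donor/nickel chelate acceptor beads (10 ug/mL) for 30 min.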
GLS inh = inhibitors of human glutaminase (GLS); GLS enzymatic activity, qHTS titration; AID 624170; hit rate 0.21% among 410,000; Potency, µM (top dose mostly 45.5 µM), without a hit: at the top dose activity change, negative = inhibition, hits mostly inhibitors; note: % is set by controls: 0 for no effect and ±100 for the full control effect
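hKGA in 45 mM KH2PO4 (pH 8.2), 0.02% Tween-20 with compound, then 1mM L-Glutamine (stock as added) plus glutamate oxidase/HRP/Amplex red coupling mix. Fluorescence read initially and after 30 min at RT; signal change reflects glutamate formation.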
TrxR1 inh = inhibitors of rat thioredoxin reductase 1 | O89049 | recombinant rTrxR1, NADPH fluorescence consumption, selenite substrate | Potency, µM (highest dose often 114 µM), without a hit: at the highest dose activity change, negative = inhibition, actives largely listed as inhibitors | hit rate 1% among 390,000; note: % is set by controls: 0 for no effect and ±100 for the full control effect; nearly all actives have a fitted effect of over 65% in size
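Rat TrxR1 (90 nM in the dispensed reagent) was pre-reduced with 400 uM NADPH for 5 min at room temperature, then incubated with compound for 15 min. After 400 uM selenite was added, NADPH fluorescence (Ex 340/Em 450 nm) was followed for 8 min.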
ERG Ets-DNA blk = blocks human ERG Ets domain binding to DNA. Potency, µM (titrated, usually from 76.9 µM), without a hit: top-dose FP activity, negative = inhibition, most hits filed as inhibitors. fluorescence polarization, His-ERG Ets domain / labelled DNA. hit rate 0.028% among 370,000. P11308; active = well fitted inhibition curve with a large enough effect in the polarisation, with a control signal flat; inconclusive = small, poorly fitted or top-dose-only effect, or effect the other way, or a change in a side signal; inactive = no such curve, though single readings can be large or run the other way; the % refers to the polarisation;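 note: polarization taken with two DNA probes labelled with fluorescein and Texas red; % of control where 0% means no effect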
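His-tagged ERG Ets domain (1 uM in the protein solution; 300mM KCl, 50mM Tris-HCl, 1mM EDTA, 1mM DTT, pH 7.5) received compound, then a probe mix of 5 nM fluorescein-DNA and 100nM Texas-615-DNA. Fluorescence polarization was read for both dyes.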
ALOX12 inh = inhibitors of human 12S-lipoxygenase ALOX12 | Potency, µM (series often up to 108 µM), without a hit: at the top dose activity change, negative = inhibition, most hits filed as inhibitors | purified 12hLO, xylenol orange hydroperoxide absorbance | hit rate 1.1% among 580,000 | P18054; note: % is set by controls: 0 for no effect and ±100 for the full control effect
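Hydroperoxide product was detected by ferrous iron/xylenol orange as the 573 to 405 nm absorbance ratio. Arachidonic acid at 40 uM (final) was turned over for 30 min at room temperature by 150 nM human 12hLO, pH 7.0 Hepes buffer, after 15 min compound preincubation.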
Pin1 inhibitor = human Pin1 inhibition; Q13526; Pin1 FP peptide displacement, HiFluor488, 10 min; Potency, µM (highest dose often 115 µM), inactives show at the highest dose activity, negative = inhibition, usual class: inhibitors; hit rate 0.009% among 390,000; AID 504891; active = well fitted inhibition curve with a large enough effect in the polarisation, with a control signal flat, not every such curve was filed as active; inconclusive = small, poorly fitted or top-dose-only effect, or effect the other way, or a change in a side signal; inactive = no such curve, though single readings can be large or run the other way; the % refers to the polarisation; note: % is set by controls: 0 for no effect and ±100 for the full control effect
PGK inhibitor = inhibitors of T. brucei phosphoglycerate kinase; AID 602233; P07378; hit rate 0.043% among 380,000; Potency, µM (highest dose often 57.5 µM), for inactives: top-dose activity change, negative = inhibition, usual class: inhibitors; PGK/GAPDH coupled, Kinase-Glo luminescence, 60 min; note: % is set by controls: 0 for no effect and ±100 for the full control effect; nearly all actives have a fitted effect of over 60% in size
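Luminescent ATP detection (Kinase-Glo Plus) follows a 60-minute room-temperature incubation, with wells lacking PGK as controls. Buffer: 100 mM TEA (pH 7.6), 5 mM MgCl2, 0.01% Tween-20. Coupling enzyme GAPDH (100 nM final) supplies unstable 1,3-BPG in-well.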
JMJD2A Tudor inh = JMJD2A Tudor domain (human) inhibition; AID 504339; Potency, µM (series often up to 114 µM), without a hit: at the top dose activity change, negative = inhibition, hits mostly inhibitors; hit rate 4.4% among 390,000; AlphaScreen JMJD2A-Tudor / H3K4me3 peptide binding; O75164; note: % is set by controls: 0 for no effect and ±100 for the full control effect; nearly all actives have a fitted effect of over 50% in size
Target sequence (O75164 whole entry, looked up, the tested form may be a part): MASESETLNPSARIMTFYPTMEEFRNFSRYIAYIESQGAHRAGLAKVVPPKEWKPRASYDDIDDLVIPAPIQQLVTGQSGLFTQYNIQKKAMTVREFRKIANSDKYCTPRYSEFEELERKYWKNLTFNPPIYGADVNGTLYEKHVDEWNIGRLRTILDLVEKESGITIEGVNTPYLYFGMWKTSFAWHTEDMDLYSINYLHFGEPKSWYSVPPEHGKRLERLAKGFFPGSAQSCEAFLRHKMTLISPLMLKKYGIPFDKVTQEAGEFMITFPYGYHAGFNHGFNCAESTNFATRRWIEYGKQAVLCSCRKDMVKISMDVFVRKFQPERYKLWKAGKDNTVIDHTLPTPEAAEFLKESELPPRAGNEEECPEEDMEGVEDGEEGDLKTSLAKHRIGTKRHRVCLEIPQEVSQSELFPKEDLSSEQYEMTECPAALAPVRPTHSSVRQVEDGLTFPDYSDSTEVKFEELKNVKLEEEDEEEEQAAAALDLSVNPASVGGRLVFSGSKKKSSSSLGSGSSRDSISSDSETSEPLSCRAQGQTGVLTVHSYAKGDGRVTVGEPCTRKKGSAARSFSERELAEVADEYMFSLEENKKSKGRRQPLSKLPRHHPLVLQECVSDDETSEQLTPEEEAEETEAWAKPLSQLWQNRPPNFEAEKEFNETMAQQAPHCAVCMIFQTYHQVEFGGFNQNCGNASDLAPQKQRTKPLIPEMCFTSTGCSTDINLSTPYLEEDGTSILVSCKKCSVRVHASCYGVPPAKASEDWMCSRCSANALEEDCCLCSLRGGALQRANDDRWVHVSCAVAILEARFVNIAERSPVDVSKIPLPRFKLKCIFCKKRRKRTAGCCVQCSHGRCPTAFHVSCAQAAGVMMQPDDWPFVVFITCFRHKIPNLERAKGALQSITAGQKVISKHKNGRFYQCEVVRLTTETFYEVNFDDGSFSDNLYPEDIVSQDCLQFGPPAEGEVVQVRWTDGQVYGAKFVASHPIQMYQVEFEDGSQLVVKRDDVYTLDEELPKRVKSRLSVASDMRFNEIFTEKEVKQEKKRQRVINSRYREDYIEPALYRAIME
RGS4 inh = human RGS4 inhibition; Potency, µM (series often up to 114 µM), without a hit: top-dose activity change, negative = inhibition, usual class: inhibitors; P49798; hit rate 0.039% among 390,000; Transcreener GDP fluorescence polarization, RGS4-accelerated GTP hydrolysis; note: % is set by controls: 0 for no effect and ±100 for the full control effect; nearly all actives have a fitted effect of over 75% in size; some results filed as inactive show a strong effect at the top dose
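MLSMR compounds (23 nl, pin-transferred) preincubated 10 min at room temperature with a 500nM (2x) first reagent, then RGS4 at 900nM (2x) plus Transcreener GDP mix added; fluorescence polarization (620/688 nm) read before and after 90 min at 30 °C.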
The depositor's hits bear a star; [ ] = remark or other dose. Unless noted, calls come from the whole dose curve; as a rule, active = well fitted curve in the direction sought with a large enough effect; inconclusive = small, poorly fitted or top-dose-only effect, or another doubt; inactive = no such curve, though single readings can be large; an effect the other way counts as inactive or inconclusive. Potency is the fitted concentration of half-maximal effect. Not all compounds are listed. The share of hits here may be higher or lower than overall.

Preview:
Screening CCOc1ccc(NC(=O)c2cnn3c2NC(C)=C(C(=O)Nc2ccc(Cl)cc2)C3c2ccc(OC)c(OC)c2)cc1 (configuration not stated) returned HP1b binding inh 13%, GLS inh -1%, TrxR1 inh 16%, ERG Ets-DNA blk 0%, ALOX12 inh 1%, Pin1 inhibitor -3%, PGK inhibitor inactive, JMJD2A Tudor inh -10% and RGS4 inh 3%.
CC1=CC(C)(C)N2C(=O)C3(C(C#N)=C(N)Oc4cc(C)oc(=O)c43)c3cc(C)cc1c32 (configuration not stated) was read as HP1b binding inh 15%, TrxR1 inh -20%, ERG Ets-DNA blk -8%, ALOX12 inh -21%, Pin1 inhibitor 2%, PGK inhibitor inactive, JMJD2A Tudor inh -22% and RGS4 inh 6%.

The list itself (from the top)
Screening CCOc1ccc(NC(=O)c2cnn3c2NC(C)=C(C(=O)Nc2ccc(Cl)cc2)C3c2ccc(OC)c(OC)c2)cc1 (configuration not stated) returned HP1b binding inh 13%, GLS inh -1%, TrxR1 inh 16%, ERG Ets-DNA blk 0%, ALOX12 inh 1%, Pin1 inhibitor -3%, PGK inhibitor inactive, JMJD2A Tudor inh -10% and RGS4 inh 3%.
CC1=CC(C)(C)N2C(=O)C3(C(C#N)=C(N)Oc4cc(C)oc(=O)c43)c3cc(C)cc1c32 (configuration not stated) was read as HP1b binding inh 15%, TrxR1 inh -20%, ERG Ets-DNA blk -8%, ALOX12 inh -21%, Pin1 inhibitor 2%, PGK inhibitor inactive, JMJD2A Tudor inh -22% and RGS4 inh 6%.
Screening CCOC(=O)C1=C(O)C(=O)N(c2ccccc2)C1c1cccc([N+](=O)[O-])c1 (configuration not stated) returned HP1b binding inh 4%, GLS inh 2%, TrxR1 inh 20%, ERG Ets-DNA blk 12%, ALOX12 inh inconclusive, Pin1 inhibitor -5%, PGK inhibitor -3%, JMJD2A Tudor inh -18% and RGS4 inh 3%.
CC(=O)c1ccc(NC(=S)N2c3ccccc3CC2C)cc1 (configuration not stated) was read as HP1b binding inh 4%, GLS inh 17%, TrxR1 inh 9%[11.4 µM], ERG Ets-DNA blk 3%, ALOX12 inh -12%, Pin1 inhibitor 3%, PGK inhibitor inactive, JMJD2A Tudor inh -35% and RGS4 inh -22%[56.9 µM].
O=C(c1ccc2c(c1)OCO2)C1CCCN(Cc2ccc(OC(F)F)cc2)C1 (configuration not stated) was read as HP1b binding inh 32%, GLS inh -3%, TrxR1 inh 15%, ERG Ets-DNA blk -4%, ALOX12 inh 7%, Pin1 inhibitor -8%, PGK inhibitor -3%, JMJD2A Tudor inh -19% and RGS4 inh -20%.
`c1ccc(-c2csc3ncnc(NCCN4CCOCC4)c23)cc1` gave HP1b binding inh 19%, GLS inh 2%, TrxR1 inh 37%[activator][57.1 µM], ERG Ets-DNA blk 6%, ALOX12 inh 0%, Pin1 inhibitor -1%, PGK inhibitor -2%, JMJD2A Tudor inh -24% and RGS4 inh -12%.
For Cc1cc(C)c(S(=O)(=O)c2cc(F)ccc2C)c(=O)[nH]1 the results were HP1b binding inh 21%, GLS inh 17%, TrxR1 inh 6%, ERG Ets-DNA blk -1%, ALOX12 inh -29%, Pin1 inhibitor 0%, PGK inhibitor 6%, JMJD2A Tudor inh 2% and RGS4 inh 16%.
COc1ccc(N(CC(O)Cn2c(C)nc3ccccc32)S(=O)(=O)c2ccccc2)cc1 (configuration not stated) was read as HP1b binding inh 35%, GLS inh 0%, TrxR1 inh 4%, ERG Ets-DNA blk 0%, ALOX12 inh -5%, Pin1 inhibitor 1%, PGK inhibitor inactive, JMJD2A Tudor inh -4% and RGS4 inh -10%.
For CCc1ccccc1NC(=O)c1ccc(CN2CCC(Cc3ccccc3)CC2)cc1 the results were HP1b binding inh 32%, GLS inh 5%, TrxR1 inh 3%, ERG Ets-DNA blk 6%, ALOX12 inh 3%, Pin1 inhibitor 3%, PGK inhibitor -18%, JMJD2A Tudor inh -21% and RGS4 inh -26%.
`COc1ccc(NC(=O)C2CC(=O)NC(Nc3cccc(C)c3)=N2)cc1` (configuration not stated) gave HP1b binding inh 13%, GLS inh -1%, TrxR1 inh 6%[57.1 µM], ERG Ets-DNA blk 0%, ALOX12 inh 79%[activator], Pin1 inhibitor -5%, PGK inhibitor 1%, JMJD2A Tudor inh 7% and RGS4 inh 11%.
Screening CCOC(=O)c1cnc2nc(NCc3ccc(OCc4ccccc4)cc3)[nH]n2c1=O returned HP1b binding inh 31%, GLS inh -2%, TrxR1 inh 24%, ERG Ets-DNA blk -12%, ALOX12 inh 7%, Pin1 inhibitor -5%, PGK inhibitor inactive, JMJD2A Tudor inh -11% and RGS4 inh 4%.
`Cc1ccc(-c2onc(C)c2C)cc1S(=O)(=O)N1c2ccccc2CC1C` (configuration not stated) gave HP1b binding inh 28%, GLS inh -4%, TrxR1 inh -3%[57.1 µM], ERG Ets-DNA blk 0%, ALOX12 inh -4%, Pin1 inhibitor 7%, PGK inhibitor -8%, JMJD2A Tudor inh -6% and RGS4 inh 12%.
`COc1cc(CSc2nnnn2-c2ccc(C)cc2)cc(OC)c1OC` gave HP1b binding inh 32%, GLS inh 2%, TrxR1 inh 18%, ALOX12 inh 20%, Pin1 inhibitor -11%, PGK inhibitor -4%, JMJD2A Tudor inh 10% and RGS4 inh -15%.
`COC(=O)[C@]1(Cc2ccccc2)N[C@H](CN(C)C(=O)Nc2ccc(F)cc2)[C@@H]2C(=O)N(Cc3ccccc3)C(=O)[C@@H]21` gave HP1b binding inh 11%, GLS inh 0%, TrxR1 inh 26%, ERG Ets-DNA blk 3%, ALOX12 inh -18%, Pin1 inhibitor 1%, PGK inhibitor -4%, JMJD2A Tudor inh -20% and RGS4 inh -2%.
COc1ccc(N2CCN(Cc3oc(CO)cc(=O)c3O)CC2)cc1 was read as HP1b binding inh 46%[activator], GLS inh 60%[activator], TrxR1 inh -22%, ERG Ets-DNA blk -15%, ALOX12 inh inconclusive, Pin1 inhibitor 4%, PGK inhibitor 0%, JMJD2A Tudor inh inconclusive and RGS4 inh -9%.
For Cc1cc(Oc2ccc(-c3ccccc3)cc2)nc(N2CCOCC2)n1 the results were HP1b binding inh 57%[activator], GLS inh -16%, TrxR1 inh 1%, ERG Ets-DNA blk -2%, ALOX12 inh 11%, Pin1 inhibitor -2%, PGK inhibitor 0%, JMJD2A Tudor inh 16% and RGS4 inh 19%.
For CCn1cc(C(=O)O)c(=O)c2cc(F)c(N3CCN(C(=S)NC(=O)c4cccc(C)c4)CC3)cc21 the results were HP1b binding inh 16%, GLS inh 23%, TrxR1 inh -12%, ERG Ets-DNA blk -8%, ALOX12 inh 1%, Pin1 inhibitor -5%, PGK inhibitor -5%, JMJD2A Tudor inh -23% and RGS4 inh -6%.
CCCSc1nnc2c(n1)OC(c1ccc(OCC(=O)O)cc1)Nc1ccccc1-2 (configuration not stated) was read as HP1b binding inh 13%, GLS inh 7%, TrxR1 inh 4%[57.1 µM], ERG Ets-DNA blk -6%, ALOX12 inh -9%, Pin1 inhibitor -2%, PGK inhibitor -15%, JMJD2A Tudor inh -28% and RGS4 inh 6%.
`COc1ccc(Cl)cc1S(=O)(=O)N1CCN(C(=O)c2cc(-c3ccc(Br)cc3)n[nH]2)CC1` gave HP1b binding inh 24%, GLS inh 3%, TrxR1 inh 22%, ERG Ets-DNA blk -3%, ALOX12 inh -15%, Pin1 inhibitor 26%, PGK inhibitor inactive, JMJD2A Tudor inh -14% and RGS4 inh -16%.
For Cc1cc(C)n2cc(CSc3ccc(Br)cc3)nc2n1 the results were HP1b binding inh 22%, GLS inh -1%, TrxR1 inh 4%, ERG Ets-DNA blk 10%, ALOX12 inh 15%, Pin1 inhibitor -4%, PGK inhibitor -3%, JMJD2A Tudor inh -28% and RGS4 inh -14%.
For COc1ccc(/C=C/C(=O)NCCOc2ccc(C)cc2)cc1 the results were HP1b binding inh 19%, GLS inh 14%, TrxR1 inh 13%, ERG Ets-DNA blk -1%, ALOX12 inh -2%, Pin1 inhibitor 2%, PGK inhibitor inactive, JMJD2A Tudor inh -18%[57.1 µM] and RGS4 inh -11%.
For O=C(Nc1ccc(S(=O)(=O)NCc2ccco2)cc1)c1ccc(F)cc1 the results were HP1b binding inh -8%, GLS inh inconclusive, TrxR1 inh inconclusive, ERG Ets-DNA blk 5%, ALOX12 inh -25%, Pin1 inhibitor -18%, PGK inhibitor -12%, JMJD2A Tudor inh -24% and RGS4 inh 14%.
Cc1onc(-c2ccccc2)c1-c1nnc(COC(=O)c2ccc(O)cc2)o1 was read as HP1b binding inh 29%, GLS inh 7%, TrxR1 inh 1%[57.1 µM], ERG Ets-DNA blk -22%, ALOX12 inh -15%, Pin1 inhibitor 11%, PGK inhibitor inactive, JMJD2A Tudor inh -17% and RGS4 inh 17%.
`O=C(NCc1ccccc1Cl)c1csc2c1CCCCC2` gave HP1b binding inh 37%, GLS inh -9%, TrxR1 inh -13%, ERG Ets-DNA blk 0%, ALOX12 inh inconclusive, Pin1 inhibitor -6%, PGK inhibitor 0%, JMJD2A Tudor inh 5% and RGS4 inh 18%.
